KDM5B inhibitor: inhibitors of human KDM5B histone demethylase; Potency, µM (series often up to 57.7 µM), without a hit: top-dose activity change, negative = inhibition, most hits filed as inhibitors; KDM5B demethylase, FDH-coupled NADH fluorescence (FDH is formaldehyde dehydrogenase); Q9UGL1; 220,000 compounds, 2.6% hits; active means well fitted inhibition curve with a large enough effect; inconclusive means small, poorly fitted or top-dose-only effect; inactive means no such curve, though single readings can be large or run the other way; further: 0% is about no effect; nearly all actives have a fitted effect of over 70% in size
Target sequence (Q9UGL1 whole entry, looked up): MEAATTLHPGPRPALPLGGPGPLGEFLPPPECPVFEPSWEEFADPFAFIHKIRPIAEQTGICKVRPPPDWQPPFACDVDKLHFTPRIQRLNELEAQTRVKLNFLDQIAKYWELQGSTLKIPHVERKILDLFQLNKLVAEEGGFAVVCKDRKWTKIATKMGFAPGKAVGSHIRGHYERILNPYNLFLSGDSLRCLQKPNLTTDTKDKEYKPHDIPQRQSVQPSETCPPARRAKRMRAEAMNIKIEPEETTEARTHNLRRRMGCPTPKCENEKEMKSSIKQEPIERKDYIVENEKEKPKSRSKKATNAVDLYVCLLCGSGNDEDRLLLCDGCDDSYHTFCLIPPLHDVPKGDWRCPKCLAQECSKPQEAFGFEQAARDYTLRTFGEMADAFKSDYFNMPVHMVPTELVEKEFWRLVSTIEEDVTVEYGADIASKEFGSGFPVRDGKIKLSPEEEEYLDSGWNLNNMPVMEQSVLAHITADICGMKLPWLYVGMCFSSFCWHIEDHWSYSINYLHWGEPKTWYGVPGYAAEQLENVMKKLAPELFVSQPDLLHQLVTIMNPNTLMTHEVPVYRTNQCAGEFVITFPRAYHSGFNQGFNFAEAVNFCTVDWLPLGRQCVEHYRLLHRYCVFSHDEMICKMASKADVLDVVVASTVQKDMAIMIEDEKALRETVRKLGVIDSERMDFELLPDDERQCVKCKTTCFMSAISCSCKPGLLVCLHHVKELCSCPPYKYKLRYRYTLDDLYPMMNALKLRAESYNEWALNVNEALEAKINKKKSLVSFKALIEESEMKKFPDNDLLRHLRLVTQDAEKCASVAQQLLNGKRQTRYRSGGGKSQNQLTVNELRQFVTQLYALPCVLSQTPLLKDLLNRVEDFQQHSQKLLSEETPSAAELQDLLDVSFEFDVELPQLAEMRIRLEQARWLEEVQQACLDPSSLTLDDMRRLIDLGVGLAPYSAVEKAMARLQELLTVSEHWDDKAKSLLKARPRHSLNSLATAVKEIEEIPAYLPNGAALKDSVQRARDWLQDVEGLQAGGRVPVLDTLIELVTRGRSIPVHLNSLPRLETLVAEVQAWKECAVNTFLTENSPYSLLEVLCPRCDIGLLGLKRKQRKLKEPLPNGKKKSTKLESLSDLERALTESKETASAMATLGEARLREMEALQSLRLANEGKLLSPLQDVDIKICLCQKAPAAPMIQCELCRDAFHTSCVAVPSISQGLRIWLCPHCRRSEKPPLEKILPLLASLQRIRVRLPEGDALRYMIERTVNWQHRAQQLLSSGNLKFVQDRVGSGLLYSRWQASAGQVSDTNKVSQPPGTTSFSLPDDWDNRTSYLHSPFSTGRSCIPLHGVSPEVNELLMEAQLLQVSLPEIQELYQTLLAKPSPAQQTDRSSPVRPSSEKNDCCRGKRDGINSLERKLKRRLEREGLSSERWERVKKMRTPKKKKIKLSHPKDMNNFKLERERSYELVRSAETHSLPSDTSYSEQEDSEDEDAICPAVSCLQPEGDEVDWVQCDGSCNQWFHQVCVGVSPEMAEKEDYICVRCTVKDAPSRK
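Inhibition is measured as reduced NADH fluorescence generation from FDH coupling to formaldehyde release. Truncated KDM5BΔAP at 200 nM final acts on H3K4me3 peptide (12.5 µM in substrate mix) in pH 7.5 HEPES buffer with Tween-20, 30 min, room temperature.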
* = called active by the depositor; ? = inconclusive; & = joins results of further samples; [ ] = dose if it differs, or a comment. Potency means the concentration at half of the fitted maximal effect.

smiles,KDM5B inhibitor
c1ccc(CCCCn2ccnc2-c2cc3n(n2)CCCNC3)cc1,?
Cc1noc(C)c1C(=O)N[C@@H]1CN(c2ccncn2)C[C@H]1CN(C)C,?
CCc1ccc(CNC(=O)Cc2ccc(NC(=O)N3CCSc4ncccc43)cc2)cc1,?
Cn1c(CN2CCN(c3ccccc3NC(=O)Nc3ccccc3)CC2)nc2ccccc21,6%
COc1ccc2c(c1)c(C(=O)CN(C)C)c(C)n2C,-7%
CN(Cc1cccnc1)C(=O)c1cn(Cc2ccccc2C(F)(F)F)nn1,5%
CN1C(=O)COC[C@@H]1[C@H](O)c1ccc(NC(=O)c2cccc(C#N)c2)cc1,34%[86.2 µM]
Cc1ccc(NC(=S)NCC(C)CSc2ccc(Cl)cc2)cc1 (stereo not drawn),5%
O=C1COC[C@H]([C@H](O)c2ccc(NC(=O)c3ccccc3)cc2)N1,-16%[86.2 µM]
CC(=O)Nc1ccc(-c2ccc(=O)n3c2[C@@H]2C[C@@H](CN(S(=O)(=O)c4ccc(F)cc4)C2)C3)cc1,-17%
CC(=O)c1cn(CC(=O)NCCCCCC(=O)O)c2ccccc12,-5%
Cc1ccc(CNC(=O)N2CCCN(S(=O)(=O)c3ccccc3)CCC(=O)NCC2)cc1,18%
CCOC(=O)c1c(C)oc2ncnc(NCCCN3CCN(c4cc(C)ccc4C)CC3)c12,4%
Cc1nc([C@@H]2CN(C(=O)c3ccc(Br)o3)C[C@H]2C(N)=O)n[nH]1,-4%
Cc1ccc(NC(=O)C2=COCCO2)cc1Cl,13%
COc1ccc(CNC(=O)CCC(=O)N2CC3CCCN3c3ccccc32)cc1 (stereo not drawn),?
O=c1cc(N2CCN(c3ccc(F)cc3)CC2)[nH]c(=O)n1-c1ccc(Br)cc1,-22%
Cc1ccc(CCNC(=O)c2ccc3c(Cl)c4c(nc3c2)CCCC4)cc1,24%&10%
CCCN(CC1CCOC1)S(=O)(=O)c1ccc(F)c(C)c1 (stereo not drawn),-3%
Cn1c(Cn2cccn2)nnc1C1CCCN(c2nccc(N)n2)C1 (stereo not drawn),?
O=C(c1ccc2ccccc2c1O)N1CCN(S(=O)(=O)c2ccc(Cl)cc2)CC1,-12%
C=C(C)COc1ccc2c(=O)c(Oc3ccccc3Br)c(C)oc2c1,5%
CC(C)n1cc(CN(C)C(=O)c2cc(COc3ccccc3)on2)cn1,19%
O=C(CSc1ccc2nc(-c3ccccc3)cn2n1)Nc1ccccc1,?
N#Cc1ccc(CSc2nnc3c(Cl)cc(C(F)(F)F)cn23)cc1,-5%
CC1(COc2cccnc2)COc2ccc(C(=O)NCc3cnccn3)cc2N1 (stereo not drawn),-2%[86.2 µM]
COc1ccc(C(=O)N2CCC3(CC2)CC(=O)c2ccccc2O3)cc1,32µM*
O=C1[C@@H]2C[C@@H](O)CN2C2(CN(Cc3ccccc3Cl)C2)C(=O)N1Cc1ccccc1F,-18%
COc1ccc(OC)c(S(=O)(=O)n2nc(C)c(S(=O)(=O)N3CCCC3)c2C)c1,-10%
CS(=O)(=O)Oc1ccc2c(c1)O/C(=C\C=C\c1ccccc1)C2=O,-5%

Further records follow.
smiles,KDM5B inhibitor
Cc1ccc(-c2nc(C(=O)N3CCN(c4ccc(Cl)cc4)CC3)no2)cc1,-10%
CCc1c(C)sc(NC(=O)C2CC2c2ccccc2)c1C#N (stereo not drawn),10%
Cc1cccc(CN2CCn3c(nnc3[C@@H]3C[C@@H](O)CN3Cc3cccnc3)C2)c1,-3%
S=C(NCCc1ccc(Cl)cc1)Nc1ccc(Nc2ccccc2)cc1,0%
Cc1nc(N2CCC(NC(=O)c3ccc4c(c3)OCO4)CC2)cc(C(F)(F)F)n1,-19%
COc1cc(/C=C(/C#N)C(=O)Nc2ccccc2C(F)(F)F)cc(Br)c1OC,-29%
COc1ccc(-c2noc(C(=O)O)c2[C@@H](C)NC(=O)c2cc(C)n(C)n2)cc1,0%[86.2 µM]
Cc1nn(CCC(=O)Nc2ccccc2Br)c(=O)c2nn(-c3ccccc3)c(C)c12,?
Cc1ccc2[nH]c(CN3CCN(CC4CCN(C)CC4)CC3)cc(=O)c2c1,-4%
NC(=O)CC1CCN(C(=O)c2cc(=O)c3ccccc3o2)CC1,12%
CCS(=O)(=O)c1ncc(Cl)c(C(=O)NCc2ccccc2)n1,-23%
Cc1cccc(-c2cc(Nc3ccc(C)c(C)c3)nc(C)n2)c1,?
CCNC(=O)c1n[nH]c2c1CN(C(=O)c1cccc(Br)c1)CC2,-8%
COC(=O)c1ccc2c(=O)n(CCCCCC(=O)NCCc3ccc(Cl)cc3)c(=O)[nH]c2c1,-7%
CC(=O)NC(NC(C)=O)C(=O)c1ccccc1,-4%
Cc1ccc(S(=O)(=O)NCC(C)O)cc1C (stereo not drawn),-26%
O=C(NC1CCCN(c2nc3ncccc3o2)C1)c1ccccc1 (stereo not drawn),?
CCOc1ccc(-c2nc(C#N)c(N3CCN(C(=O)c4ccco4)CC3)o2)cc1,-36%
CCN(Cc1ccccc1)C(=O)/C=C/c1ccc(-c2ccccc2)s1,-27%
CC(=O)N1CCc2c(sc3c2c(=O)n(-c2ccc(F)cc2)c(=O)n3Cc2ccc(C#N)cc2)C1,-11%
CC1CCN(C(C)C(=O)Nc2ccc(C#N)cc2)CC1 (stereo not drawn),26%
CCc1nnc(NC(=O)C2(c3ccccc3F)CCCC2)s1,10%
O=C(O)c1c(-c2ccccc2)oc2ccc(OCc3ccc(Cl)c(Cl)c3)cc12,?
CC(C)NC(=O)N1CCN(C(=O)N2CCOCC2)[C@@H](C(=O)N[C@H](Cc2c[nH]c3ccccc23)C(N)=O)C1,-26%
Cc1ccc2[nH]c(CSc3nnc(NC(=O)COc4ccc(F)cc4)s3)cc(=O)c2c1,-19%
CCOc1ccc2nc(N3C(=O)C(O)=C(C(=O)c4ccco4)C3c3ccco3)sc2c1 (stereo not drawn),?
CNC(=O)[C@@H](c1ccccc1)N1CCC[C@H]1C(=O)NCCc1c[nH]c2ccccc12,?
CC(C)Oc1cccc(-c2nnc(CCC(=O)NCCc3cccs3)c(=O)[nH]2)c1,4%
O=C(N1CCC(C(=O)N2CCc3ccccc32)CC1)N1CC2CC(C1)[C@H]1CCCC(=O)N1C2 (stereo partly drawn),8%
COC(=O)c1scc(-c2ccc(C)cc2)c1S(=O)(=O)Nc1cc(C)ccc1OC,?

(more compounds)
smiles,KDM5B inhibitor
O=C1NC2(CCN(S(=O)(=O)c3ccc(F)c(F)c3)CC2)N=C1c1cccs1,7%
COc1ccc(CN2CC3(CCN(C(=O)Nc4ccccc4F)CC3)C2=O)cc1,-18%
Cc1cccc(CNC(=O)CCn2ccn3nc4c(c3c2=O)CCCC4)c1,-22%
COc1ccc(-n2c(-c3ccc(Cl)cc3)c[n+]3c2CCCCC3)cc1,1%
CC(C1=CCCCC1)c1cnn(C)c1 (stereo not drawn),21%
Cc1cc(C)cc(NC(=O)N2CCC(OC3CCN(S(C)(=O)=O)CC3)CC2)c1,14%
COc1ccccc1N1CCN(c2ncnc3c2nnn3C)CC1,13%
O=C1C(N2CCN(Cc3cccnc3)CC2)CCN1CCc1ccccc1 (stereo not drawn),-3%
NC(=O)[C@@H](Cc1c[nH]c2ccccc12)NC(=O)[C@@H]1CN(C(=O)Nc2ccccc2)CCN1C(=O)c1cccs1,-15%
COc1cccc(C(=O)N2CCC(N(Cc3ccccc3)C3CCOCC3)CC2)c1,-8%
CC[C@H]1CN(C(=O)Nc2cccc(C(F)(F)F)c2)CC[C@H]1CC(=O)O,29%[86.2 µM]
CCOC(=O)c1ccc(NC(=O)C2CC(=O)Nc3cc(F)ccc32)cc1 (stereo not drawn),10%
COc1ccc(NC(=O)c2noc3c2CSc2ccccc2-3)cc1Cl,-44%
COc1ccc(OCC(O)CNS(=O)(=O)c2ccc(Br)cc2)cc1 (stereo not drawn),2%
CCCOc1ccc(CNC(=O)Cn2ncn3c(cc4sc(CC)cc43)c2=O)cc1,8%
COc1cccc(COC(=O)c2nn(Cc3ccccc3)c(=O)c3ccccc23)c1,16%
CCOC(=O)Cc1csc(NC(=O)C2CC(=O)N(c3n[nH]c4cccc(F)c34)C2)n1 (stereo not drawn),-34%
Cc1cc(C)cc(NC(=S)N2CCC(N(C)CC3CCCO3)CC2)c1 (stereo not drawn),12%
Cc1ccc(CN2C(=O)COC[C@H]2C(=O)NCc2ccco2)cc1,-18%
Fc1cccc(-c2cnc(Nc3cccnc3)c3c2CCO3)c1,?
COC(=O)c1sccc1S(=O)(=O)N(CC(=O)Nc1cccc(C)c1C)c1ccc(Cl)cc1,1%
COC(=O)c1ccc(NC(=O)c2cccc3c2C(=O)N(C2CCCCC2)C3)cc1,4%
CN(C)c1nc2c(c(=O)[nH]1)CCN(Cc1ccc(F)cc1F)CC2,15%
COc1ccc2oc(=O)c(C(=O)N3CCc4ccccc43)cc2c1,12%
COc1ccc(C(=O)N2CCCn3ccnc3C2c2cnn(C)c2)cn1 (stereo not drawn),0%
O=C(CCNC(=O)N1CCN(C(=O)c2cc3ccccc3[nH]2)CC1)N1CCCC1,16%
Cc1ccc(NC(=O)CN(c2ccccc2F)S(=O)(=O)c2ccccc2)c(C)c1,2%
Cc1ccc2nc(CO[C@H]3CN(Cc4cn(C)c5ccccc45)C[C@H]3F)[nH]c2c1,-26%[86.2 µM]
CS(=O)(=O)N1CCC(NC(=O)CCc2cc3n(n2)CCCNC3)CC1,27%
Nc1nc(N2CCOCC2)nc2c1C(C(=O)Nc1ccc(Br)cc1)CC(=O)N2 (stereo not drawn),-7%

4 entries from above, reformatted.
CC[C@H]1CN(C(=O)Nc2cccc(C(F)(F)F)c2)CC[C@H]1CC(=O)O
  KDM5B inhibitor = 29%[86.2 µM]

Cc1ccc(CN2C(=O)COC[C@H]2C(=O)NCc2ccco2)cc1
  KDM5B inhibitor = -18%

Cc1cc(C)cc(NC(=O)N2CCC(OC3CCN(S(C)(=O)=O)CC3)CC2)c1
  KDM5B inhibitor = 14%

Fc1cccc(-c2cnc(Nc3cccnc3)c3c2CCO3)c1
  KDM5B inhibitor = ?

An excerpt from above in order of the KDM5B inhibitor value, high to low:
smiles	KDM5B inhibitor
O=C1NC2(CCN(S(=O)(=O)c3ccc(F)c(F)c3)CC2)N=C1c1cccs1	7%
CC(C)Oc1cccc(-c2nnc(CCC(=O)NCCc3cccs3)c(=O)[nH]2)c1	4%
CC(=O)NC(NC(C)=O)C(=O)c1ccccc1	-4%

The listing picks up; the two compounds before the break are reprinted first.
smiles,KDM5B inhibitor
CS(=O)(=O)N1CCC(NC(=O)CCc2cc3n(n2)CCCNC3)CC1,27%
Nc1nc(N2CCOCC2)nc2c1C(C(=O)Nc1ccc(Br)cc1)CC(=O)N2 (stereo not drawn),-7%
NC(=O)CN1CCC(C(=O)NCc2cc(-c3ccc(Cl)cc3)on2)CC1,?
Cc1ccc(S(=O)(=O)NCc2c(C)nn(Cc3ccccc3)c2C)cc1C,23%
CCN(C(=O)c1cccs1)C1CC1,18%
Cc1cccc(OCCc2noc(C3CCN(C(=O)C4CCCC4)C3)n2)c1 (stereo not drawn),-16%
CCN1CCC(CC(=O)N2CCCC3(C=Cc4ccccc4O3)CC2)CC1 (stereo not drawn),2%
O=C1OC(C(=O)Nc2cnc3ccccc3c2)Cc2ccccc21 (stereo not drawn),-1%
COc1ccc(OC)c(NC(=O)Cc2c(C(=O)O)[nH]c3ccc(Cl)cc23)c1,-5%
COc1ccc(C(=O)Cn2c(C)nc([N+](=O)[O-])c2Br)cc1,7%
CC12CC3CC(C)(C1)CC(C(=O)NC1CCCC1)(C3)C2,26%
COCc1ccc(CN2CCCC(C(=O)Nc3cccc(-n4cccn4)c3)C2)o1 (stereo not drawn),36%[activator]
CN(C)C[C@@H]1CN(C2CCOCC2)C[C@H]1NC(=O)c1cccc(Cl)c1,-24%
O=C(Cn1c(=O)nc(-c2ccccc2)c2ccccc21)NCc1ccc(F)cc1,3%
COc1ccc(N(CC(=O)N2CCN(c3ccccc3)CC2)S(=O)(=O)c2ccc(C)cc2)cc1,-5%
CCS(=O)(=O)Nc1ccc(N2CCN(c3cccc(C(F)(F)F)c3)CC2)c(C(=O)O)c1,14%
N#Cc1cccc(-c2cn3c(n2)N(C(=O)c2cccnc2)CCC3)c1,35µM*
Cc1occc1C(=O)N1CC[C@@H]2CN(S(C)(=O)=O)[C@@H]2C1,-27%
CC(C)(C)CC(=O)NCC(O)c1ccccc1C(F)(F)F (stereo not drawn),-16%
O=C(Cn1c(=O)oc2ccccc21)N1CC2CC(C1)[C@H]1CCCC(=O)N1C2 (stereo partly drawn),-2%
Cc1ccc(NC(=O)C(C#N)C(=O)CCC(C)C)c(C)c1 (stereo not drawn),19%
Cc1ccc(C)c(N2CCN(S(=O)(=O)c3ccc(F)c(C(=O)Nc4ccc(Cl)cc4Cl)c3)CC2)c1,-14%
COc1ccc(NC(=O)C(=O)c2cc(C)n(-c3ccc(C)cc3)c2C)cc1Cl,?

An excerpt. The share of hits here may be higher or lower than overall.
